RSV antiviral HEp-2 – RSV antiviral activity via CPE protection, HEp-2 cells, primary 10 µM value included (AID 2391); 0.13% of 310,000 active; HEp-2 cells, RSV-induced CPE inhibition; higher % means a stronger effect; CPE inhibition, % at 10 µM, or IC50 in µM where a hit was titrated; in the data active means a potency from the dose series; inconclusive means CPE inhibition mostly from about 23% at the one dose, without a potency; inactive means the rest, 99 in 100 with CPE inhibition below about 21%; further: strong numbers were not always called active
Autophagy mod – autophagy modulators in MEF cells, primary screen, imaging, high-content, MEF GFP-LC3; 0.98% of 190,000 active; AID 463193, 2010; MEF GFP-LC3 puncta imaging; test concentration mostly 10 µM; calls only at 10 µM (by protocol);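 active means percentage of spot-positive cells more than 3 SD above its plate mean, without a fluorescence outlier flag or 80% toxicity; inconclusive means no clear call, values can overlap the other calls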;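 further: spot-positive cell cutoff set from DMSO-treated cells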
WT yeast gro inh – growth inhibition of WT strain, primary screen, mitochondrial fusion inhibitor project, WT and mutant strains, chemical genetic | inhibition, % at 10 µM | mitochondrial fusion phenotypic screen | 2.1% of 190,000 active; in the data active means inhibition above about 58%; tested in S. cerevisiae
LYP phosphatase – inhibitors of LYP phosphatase, biochemical, fluorescence intensity, uHTS (AID 1779) | 0.054% of 290,000 active | Tyrosine-protein phosphatase non-receptor type 22 (Homo sapiens) | inhibition, % at 11.5 µM; hits with a dose series show IC50 in µM | recombinant LYP phosphatase, fluorescence intensity; higher % means a stronger effect; in the data active means inhibition above about 50%;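 further: plate controls were vehicle with enzyme for no effect and no enzyme for full effect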
GPR35 antagonists – GPR35 antagonists blocking zaprinast-driven arrestin recruitment, primary screen, imaging, U2OS, beta-arrestin-GFP, zaprinast agonist (AID 2058). U2OS GPR35 beta-arrestin-GFP translocation imaging, zaprinast antagonism; higher % means a stronger effect. inhibition, % at 10 µM, or IC50 in µM where a hit was titrated. 0.052% of 290,000 active;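 active means inhibition of at least 50% with at least 30 cells and total cytoplasm GFP at most 10,000,000; inconclusive means under 30 cells or total GFP of 10,000,000 plus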
NS5 inhibitors – Dengue-2 NS5 methyltransferase inhibitors, primary screen, biochemical, confirmation dose response (AID 588689). Genome polyprotein (Dengue virus type 2 (strain 16681-PDK53)). Dengue-2 NS5 methyltransferase capping enzyme assay, biochemical; higher % means a stronger effect. inhibition, % at 25 µM; hits with a dose series show IC50 in µM. 0.3% of 340,000 active; in the data active means a potency from the dose series; inconclusive means inhibition above about 29% without an active follow-up result
K1F lysis inhibition – inhibition of K1F phage lysis, E. coli UTI89, bacterial capsule biogenesis inhibitors, alamar blue (AID 488966); E. coli UTI89 K1F phage lysis, alamar blue, 2 h; higher % means a stronger effect; inhibition, % at 100 µM; hits with a dose series show IC50 in µM; 0.02% of 340,000 active;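 active means phage lysis inhibition, versus mean bacterial control, above a set limit; inconclusive means no clear call, values can overlap the other calls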;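 further: capsule biogenesis inhibitors block K1F phage lysis so surviving cells raise fluorescence; higher fluorescence means more inhibition of phage lysis; actives were called in the ten point dose series up to 300 µM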
AID2073 – inhibitors of Mint1-CaV2.2 protein interaction, biochemical, HTRF (AID 2073); 0.19% of 290,000 active; inhibition, % at 20 µM, or IC50 in µM where a hit was titrated; HTRF protein-protein interaction, Mint1-CaV2.2; higher % means a stronger effect; Voltage-dependent N-type calcium channel subunit alpha-1B (Homo sapiens); in the data active means inhibition mostly above about 51%, no sharp cut-off; inconclusive means no clear call, values can overlap the other calls; inactive means mostly below about 53%; further: some results filed as inactive read as strong as hits
NTR1 ag – agonists of NTR1, primary screen, imaging, U2OS cells, beta-arrestin-GFP, high content (AID 493036) | Neurotensin receptor type 1 (Homo sapiens), P30989 | NTR1-U2OS beta-arrestin-GFP spot imaging, agonist mode | activation, % at 20 µM | 0.17% of 330,000 active;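 active means activation at or above 40% of the spot to cytoplasm intensity ratio, with at least 20 cells analyzed; inconclusive means wells under 20 cells, flagged as cytotoxic or low count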;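 further: 0% = DMSO without peptide and 100% = 100 nM NTR1 peptide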
Target sequence (P30989 whole entry, looked up): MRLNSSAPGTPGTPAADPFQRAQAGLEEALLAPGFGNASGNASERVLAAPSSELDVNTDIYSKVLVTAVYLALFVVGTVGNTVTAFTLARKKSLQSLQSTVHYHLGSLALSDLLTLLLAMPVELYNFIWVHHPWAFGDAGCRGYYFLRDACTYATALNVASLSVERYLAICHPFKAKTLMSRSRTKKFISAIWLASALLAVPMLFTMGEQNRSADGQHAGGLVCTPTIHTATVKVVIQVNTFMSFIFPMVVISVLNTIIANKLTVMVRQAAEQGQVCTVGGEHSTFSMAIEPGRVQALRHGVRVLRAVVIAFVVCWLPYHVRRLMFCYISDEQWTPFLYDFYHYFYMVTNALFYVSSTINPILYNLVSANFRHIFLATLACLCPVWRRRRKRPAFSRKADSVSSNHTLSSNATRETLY
WT yeast gro inh mutant strain – further read-out of WT yeast gro inh, marked with its call; inhibition, %; mitochondrial fusion phenotypic screen, mutant strain inhibition
Autophagy mod cell loss 18 h – second read-out of Autophagy mod, no call of its own (marks repeat the call); toxicity, %; measured here: cell loss, nuclei count;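 cell loss after 18 h compound exposure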
NTR1 ag cell count 20 µM – further read-out of NTR1 ag, marked with its call; cell count; measured here: cell count, cytotoxicity flag
NS5 inhibitors pilot replicate – recorded beside NS5 inhibitors, whose call it bears; inhibition, %; measured here: pilot screen replicate inhibition
* = called active by the depositor; i = inactive; ? = inconclusive; . = no result given; [ ] = remark or other dose. Not a hit list. About 2.6% of those tested had a hit in this group.

SMILES	RSV antiviral HEp-2	Autophagy mod	Autophagy mod cell loss 18 h	WT yeast gro inh	WT yeast gro inh mutant strain	LYP phosphatase	GPR35 antagonists	NS5 inhibitors	K1F lysis inhibition	AID2073	NTR1 ag	NTR1 ag cell count 20 µM	others
CCOCCCN(C(=O)Cn1nnc(-c2ccc(C)o2)n1)C(C(=O)NCC1CCCO1)c1ccc(F)cc1 (centres undefined)	-2.5%	.	.	.	.	-6%	0%	1%	1.5%[50 µM]	22%	0.0	68
O=C(/C=C/c1ccccc1)Nc1ccc(C(=O)N2CCCCC2)cc1	3.1%	i	-31	11	8	2%	6%	-2%	0.1%	4%	-0.8	66
CCCC(=O)Nc1ccccc1NC(=O)CN(C)S(=O)(=O)c1ccccc1	0.4%	i	-4	2	9	-2%	-15%	-9%	0.8%	2%	-0.7	55
O=C(COC(=O)c1ccccc1C(=O)c1ccccc1)NCCc1ccccc1	0.8%	i	32	9	1	-6%	1%	.	2.8%	14%	-3.4	29
O=C(Cn1cnc2c(nnn2-c2ccc(F)cc2)c1=O)NCc1ccco1	-0.4%	i	0	3	5	4%	1%	-3%	0.2%	-1%	-0.8	84
CC1CC(C)CN(S(=O)(=O)N2CCC(C(=O)NCCc3ccccc3)CC2)C1 (centres undefined)	2.0%	.	.	.	.	-13%	7%	-5%	0.3%	3%	0.2	68
Cc1ccc(S(=O)(=O)c2cc3c(=O)n4ccccc4nc3n(Cc3ccco3)c2=N)cc1	0.9%	i	-12	1	-34	-14%	12%	23%	0.3%	?	18	78	NS5 inhibitors pilot replicate=5.3
COc1ccc(CCN=C(NS(=O)(=O)c2ccc(Cl)cc2)c2ccccc2)cc1	-0.8%	i	19	24	15	-2%	-1%	.	.	17%	5.1	63
CC(OC(=O)c1cccc(NS(C)(=O)=O)c1)C(=O)Nc1ccc(N2CCOCC2)cc1 (centres undefined)	0.2%	i	-3	-11	-8	-2%	-3%	-1%	-1.2%	15%	-2.1	87
CCOc1ccc(CCNC(=O)C2CCN(c3nnc(-n4cccc4)s3)CC2)cc1	1.1%	i	13	-2	-2	-4%	6%	-3%	0.0%	43%	-0.5	81
COc1ccc(-n2c(SCC(=O)Nc3cc(C)on3)nc3c([nH]c4ccccc43)c2=O)cc1	4.5%	i	39	-5	1	-3%	2%	-2%	-1.5%	-3%	5.5	77
CCn1c(SCc2ccc(C)cc2)nnc1-c1nn(-c2ccccc2)ccc1=O	10%	i	-28	4	-13	-7%	5%	-7%	0.5%	-8%	4.0	38
O=C(C1CCCO1)N1CCN(c2ccccn2)CC1 (centres undefined)	0.5%	i	-14	-25	-18	-9%	-20%	3%	1.0%	-7%	-2.5	46
O=C(Nc1cccc2c1CCCC2)c1ccccc1F	2.5%	.	.	.	.	-7%	-6%	.	-0.9%	-8%	2.1	49
CCc1cc2c3c(c(=O)oc2cc1OC)CCCC3	?	i	-1	7	35	-7%	5%	-5%	-0.2%	6%	3.8	21
Cc1ccc(S(=O)(=O)N2CCN(C(=O)c3ccco3)CC2)c(C)c1	0.8%	.	.	.	.	-4%	-16%	1%	0.2%	6%	0.8	71
CC1CN(Cc2ccccc2)c2nc3c(c(=O)n(CC(N)=O)c(=O)n3C)n2C1 (centres undefined)	6.3%	.	.	.	.	-10%	4%	7%	0.1%	6%	-0.1	69
Cc1cc(=O)oc2cc(NC(=O)COc3cccc(C(F)(F)F)c3)ccc12	3.6%	.	.	.	.	.	.	6%	3.2%[50 µM]	.	0.4	83
CCn1c(O)c(N=NC(=O)CNC(=O)Cc2ccccc2)c2ccccc21	1.8%	.	.	.	.	4%	0%	5%	-4.3%	-7%	3.5	53
Cc1ccc(CCNC(=O)C2CCC(CNc3c(N4CCCC4)c(=O)c3=O)CC2)cc1 (centres undefined)	1.8%	i	13	-3	18	-7%	4%	12%	7.2%	-5%	0.4	48
CCOc1nc(NC(=O)NS(=O)(=O)Oc2ccccc2Cl)nc(-c2ccccc2)n1	0.6%	i	-2	11	30	1%	2%	-2%	0.0%	11%	0.8	44
COc1ccc(N2CCN(CCCNC(=O)CCCn3c(=O)[nH]c4ccsc4c3=O)CC2)cc1	-1.2%	i	-3	7	-2	-5%	-3%	-8%	0.3%	-1%	-1.7	84
CC1(C)CC(=O)C(C=NCCN2CCN(C(=S)Nc3cccc(Cl)c3)CC2)=C(O)C1	-1.1%	i	1	27	-11	-4%	-6%	1%	12%	-48%	0.1	68
O=C(OCn1nnc2ccccc2c1=O)c1cc(-c2ccccc2)nc2ccccc12	0.9%	i	19	7	9	-7%	-25%	-3%	0.4%[50 µM]	5%	2.7	67

Overlap with the part before: 7 entries, then new ones.
SMILES	RSV antiviral HEp-2	Autophagy mod	Autophagy mod cell loss 18 h	WT yeast gro inh	WT yeast gro inh mutant strain	LYP phosphatase	GPR35 antagonists	NS5 inhibitors	K1F lysis inhibition	AID2073	NTR1 ag	NTR1 ag cell count 20 µM	others
Cc1cc(=O)oc2cc(NC(=O)COc3cccc(C(F)(F)F)c3)ccc12	3.6%	.	.	.	.	.	.	6%	3.2%[50 µM]	.	0.4	83
CCn1c(O)c(N=NC(=O)CNC(=O)Cc2ccccc2)c2ccccc21	1.8%	.	.	.	.	4%	0%	5%	-4.3%	-7%	3.5	53
Cc1ccc(CCNC(=O)C2CCC(CNc3c(N4CCCC4)c(=O)c3=O)CC2)cc1 (centres undefined)	1.8%	i	13	-3	18	-7%	4%	12%	7.2%	-5%	0.4	48
CCOc1nc(NC(=O)NS(=O)(=O)Oc2ccccc2Cl)nc(-c2ccccc2)n1	0.6%	i	-2	11	30	1%	2%	-2%	0.0%	11%	0.8	44
COc1ccc(N2CCN(CCCNC(=O)CCCn3c(=O)[nH]c4ccsc4c3=O)CC2)cc1	-1.2%	i	-3	7	-2	-5%	-3%	-8%	0.3%	-1%	-1.7	84
CC1(C)CC(=O)C(C=NCCN2CCN(C(=S)Nc3cccc(Cl)c3)CC2)=C(O)C1	-1.1%	i	1	27	-11	-4%	-6%	1%	12%	-48%	0.1	68
O=C(OCn1nnc2ccccc2c1=O)c1cc(-c2ccccc2)nc2ccccc12	0.9%	i	19	7	9	-7%	-25%	-3%	0.4%[50 µM]	5%	2.7	67
CCN1C(=O)c2ccccc2S(=O)c2ccc(C(=O)NCCCN3CCCC3=O)cc21 (centres undefined)	0.7%	i	-16	-7	-10	-3%	-2%	-4%	-5.2%	-1%	7.8	49
CC[C@@H]1Cc2cc(O)ccc2C2=C1c1ccc(O)cc1C[C@H]2CC	-3.6%	.	.	.	.	.	.	-1%	-6.2%	.	14	60
NC(=O)c1noc(C(=O)N(CC(=O)NC2CCCC2)Cc2ccc3c(c2)OCO3)c1N	-0.1%	i	5	-3	-4	-5%	-15%	-2%	0.7%	6%	2.3	51
Cc1cc(-c2n[nH]c(=S)n2/N=C/c2ccc(C)s2)n[nH]1	1.8%	i	-1	-17	-7	-7%	-15%	1%	1.1%	-10%	0.4	45
CCOP(=O)(OCC)C(NCc1ccccc1)c1ccc(Br)cc1 (centres undefined)	1.2%	i	7	-21	-20	-1%	28%	-3%	2.0%	-6%	2.2	57
COc1cc(C(=O)Nc2scc(-c3ccc(Br)cc3)c2C(=O)O)cc(OC)c1OC	4.3%	.	.	.	.	-1%	6%	58µM*	-0.3%	29%	2.7	89
COc1cccc(NC(=S)NCc2ccccn2)c1	0.3%	i	3	-1	6	-1%	-13%	-3%	-5.7%	-21%	-0.1	42
CCN=C(NCC)SC1CC(=O)N(c2ccc(F)cc2)C1=O (centres undefined)	2.1%	i	-9	20	9	-3%	-11%	-7%	7.2%	2%	-1.1	70
Cc1cc(C)n2nc(SCC(=O)NCc3ccco3)nc2n1	0.3%	i	2	22	4	-10%	14%	-2%	1.7%	-2%	-1.1	67
C=CCn1c(O)c(N=NC(=O)c2ccccc2NS(=O)(=O)c2cccs2)c2ccccc21	3.6%	i	5	-10	-9	-2%	-2%	1%	1.5%	-31%	6.8	63
Cc1ccc(C(=O)COc2ccccc2-c2ccccc2)cc1	6.0%	i	0	39	-11	-5%	-3%	-11%	0.2%	2%	0.9	46
Cc1ccccc1C(=O)O	1.7%	.	.	.	.	.	.	-2%	-1.0%	.	3.5	33
Cc1ccc(NC(=O)CNC(=O)CC23CC4CC(CC(C4)C2)C3)c(O)c1	-1.9%	.	.	.	.	.	.	-10%	0.9%[50 µM]	.	0.4	66
O=C(c1cccc(F)c1)N1CCN(C(=O)c2cc(-c3ccc(Cl)cc3Cl)on2)CC1	?	i	-2	54	21	-2%	-22%	-9%	0.2%	0%	1.0	44
CC(C)(C)OC(=O)N1CCC(NC(=O)c2nc[nH]c2C(=O)N2CCc3ccccc3C2)CC1	2.3%	.	.	.	.	.	.	-1%	0.7%	.	-0.3	55
O=C(CC1C(=O)NCCN1CC1CCCCC1)NCCCN1CCOCC1 (centres undefined)	0.2%	.	.	.	.	-7%	10%	3%	1.0%[50 µM]	10%	0.8	53
CSc1ncc(-c2ccccc2)cn1	-0.5%	i	3	-5	0	-6%	-4%	6%	-0.6%	18%	1.4	88
COc1ccc(/C=C2\SC(=O)N(CC(=O)Nc3cccnc3)C2=O)cc1OC	6.2%	i	-11	-13	-26	0%	-2%	12%	-0.1%	0%	2.5	73
CCOc1ccc(S(=O)(=O)N2CCCC(C(=O)NCc3ccccn3)C2)cc1 (centres undefined)	0.9%	.	.	.	.	-7%	-6%	0%	0.3%	6%	-2.8	40
CCOC(=O)N1CCN(c2ccc(C(=O)c3ccccc3)cc2F)CC1	1.2%	i	2	10	-11	3%	21%	-1%	1.6%	14%	4.0	52
CC(=O)c1cccc(NC(=O)Cn2cnc(S(=O)(=O)N3CCC(C)CC3)c2)c1	1.0%	.	.	.	.	-7%	-2%	0%	i	8%	-1.1	66
CCOC(=O)c1sc2ccc(S(=O)(=O)N3CCOCC3)cc2c1N	1.2%	i	-16	-8	-5	-4%	1%	-5%	0.6%	-15%	1.6	54
COc1ccc2[nH]cc(CCNC(=O)Nc3ccccc3)c2c1	2.8%	.	.	.	.	-11%	-1%	-3%	0.1%	-4%	0.1	80
Cc1ccc(Cl)cc1NC(=O)C1CCCN(c2cnccn2)C1 (centres undefined)	1.1%	.	.	.	.	-10%	7%	-5%	0.2%	12%	0.5	58
COc1ccc(N2C(=O)CSC2c2cccc(F)c2)cc1 (centres undefined)	1.0%	.	.	.	.	-3%	2%	-5%	0.1%	3%	-0.6	92
